# From PubChem BioAssay
# Mot1-301 SUMO = inhibitors of SUMOylation pathway: yeast Mot1-301 growth rescue | S. cerevisiae Mot1-301 growth rescue, ATP luminescence, 38.5C; percent above DMSO median, 100 means doubled | AID 2716 | growth rescue, % at 18.8 µM | 320,000 compounds, 1% hits;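 active = every valid replicate shows activation above 250% relative to neutral control wells; inactive = the rest, any valid replicate at or below 250%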;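 note: OY570 slx delta 5 strain wells were the positive control but not used for scaling; some compounds called inactive have numbers as strong as hits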
# PfHsp90 set2 = inhibits growth of yeast expressing Plasmodium falciparum Hsp90; S. cerevisiae expressing PfHsp90, BacTiter-Glo ATP, 48 h; yeast lacking PDR1 and PDR3 efflux regulators; inhibition, % at 9.4 µM; 310,000 compounds, 0.32% hits; AID 504621;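 active = every replicate shows inhibition above about 80%, whatever the replicate mean, limit read from the data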;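 note: 0% = DMSO neutral controls and 100% = 20 µM radicicol positive controls; yeast relying on Plasmodium falciparum Hsp90 in place of its own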
# HTR5A ag = HTR5A agonism, opioid heterodimer counter-screen; P47898; HTR5A agonist assay, luminescence, cell-based; activation, % at 9.3 µM; 340,000 compounds, 0.61% hits; AID 504692; in the data active = activation mostly above about 9.5%, no sharp cut-off; inactive = mostly below about 7.6%;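 note: 0% = cells with vehicle only and 100% = reference agonist; strong numbers were not always called active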
# PKA-R1A activ = PKA-R1A complex activation | 340,000 compounds, 0.083% hits | PKA-R1A dissociation, Cy5-IP20 fluorescence polarization; scaled: DMSO 0%, 113 µM cGMP 100% | P00514+P68181 | activation, % at 11.4 µM;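 active = percent activation above the mean of all tested compounds plus 3 SD, cut at about 19% in these data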;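 note: higher means more PKAc released from R1A so a rise in polarization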
# DSG3 Ab inh = inhibitors of pemphigus antibody binding to human desmoglein-3; DSG3-coupled beads, scFv-anti-DSG3-GFP binding, flow cytometry; hits give low values; 310,000 compounds, 0.48% hits; AID 588358; binding (percent of control), % at 10 µM;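 active = binding more than 3 SD below its plate's average and above zero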;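 note: hits lower antibody fragment binding to DSG3; some compounds called inactive have numbers as strong as hits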
# AddAB inh = less growth of phage-infected E. coli with AddAB | E. coli expressing H. pylori AddAB, absorbance growth | inhibition, % at 11.9 µM | 330,000 compounds, 0.29% hits; in the data active = inhibition above about 12%;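 note: 0% = vehicle wells of infected cells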
# phage Ecoli inh = E. coli growth loss with phage present; growth absorbance; inhibition, % at 11.9 µM; 360,000 compounds, 0.26% hits; AID 651602; in the data active = inhibition above about 11%
# OPRM1-OPRD1 ag = OPRM1-OPRD1 heterodimerization agonism; P35372+P41143; cells, luminescence; activation, % at 9.3 µM; 340,000 compounds, 0.3% hits; in the data active = activation above about 18%;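 note: 0% = vehicle-treated cells and 100% = reference agonist; values of inactives mirror those of a sister screen read the other way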
# Target sequence (P35372 whole entry, looked up): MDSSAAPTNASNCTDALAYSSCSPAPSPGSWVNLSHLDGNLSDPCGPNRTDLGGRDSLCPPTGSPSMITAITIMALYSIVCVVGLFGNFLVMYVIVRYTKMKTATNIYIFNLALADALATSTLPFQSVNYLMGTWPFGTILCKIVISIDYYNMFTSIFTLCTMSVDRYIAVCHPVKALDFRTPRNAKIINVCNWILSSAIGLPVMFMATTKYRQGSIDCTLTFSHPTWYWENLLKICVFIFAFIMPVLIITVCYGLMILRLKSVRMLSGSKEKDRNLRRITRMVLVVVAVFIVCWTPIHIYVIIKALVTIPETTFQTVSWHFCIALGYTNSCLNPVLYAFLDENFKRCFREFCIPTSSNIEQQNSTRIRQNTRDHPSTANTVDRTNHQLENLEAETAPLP
# Target sequence (P41143 whole entry, looked up): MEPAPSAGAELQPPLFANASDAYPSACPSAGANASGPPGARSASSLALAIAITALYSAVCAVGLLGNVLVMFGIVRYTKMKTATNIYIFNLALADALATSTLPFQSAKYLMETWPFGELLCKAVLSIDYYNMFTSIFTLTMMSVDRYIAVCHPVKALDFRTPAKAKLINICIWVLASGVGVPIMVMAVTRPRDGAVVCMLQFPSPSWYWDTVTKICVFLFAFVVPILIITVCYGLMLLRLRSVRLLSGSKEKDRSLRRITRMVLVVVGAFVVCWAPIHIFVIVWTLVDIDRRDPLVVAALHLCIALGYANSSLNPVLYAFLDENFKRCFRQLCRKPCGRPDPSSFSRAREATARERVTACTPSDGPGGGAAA
# Ecoli viability = bacterial growth inhibition, counter-screen for AddAB inhibitors; E. coli V3065 growth, OD600 absorbance, 18 h; inhibition, % at 11.9 µM; 330,000 compounds, 0.27% hits;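 active = inhibition above the campaign's mean inhibition across all tested compounds plus 3 SD, cut at about 9.9% in these data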;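 note: uninfected addAB+ strain grown without phage in ampicillin broth; 0% = DMSO wells and 100% = ciprofloxacin 0.95 µg/ml wells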
# MOR-DOR inv ag = inverse agonist of human OPRM1-OPRD1 heterodimerization; P35372+P41143; cell-based MOR-DOR heterodimer luminescence, inverse agonism; inhibition, % at 9.3 µM; 340,000 compounds, 0.21% hits; AID 504357; in the data active = inhibition above about 22%, passing the limit was not always enough;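 note: 0% = cells with DMSO and 100% = wells without cells with DMSO; values of inactives mirror those of a sister screen read the other way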
# HTR5A inv ag = counter-screen for OPRM1-OPRD1 inverse agonists: human HTR5A inverse agonism; P47898; HTR5A cell line, luminescence; inhibition, % at 9.3 µM; 340,000 compounds, 0.083% hits; AID 504634; in the data active = inhibition mostly above about 23%, no sharp cut-off; inactive = mostly below about 18%;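 note: 0% = cells with DMSO and 100% = no-cell wells with DMSO; some compounds called inactive have numbers as strong as hits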
# An asterisk follows results filed as active; i = inactive; x = not tested or not shown.
SMILES	DSG3 Ab inh	Mot1-301 SUMO	HTR5A inv ag	PKA-R1A activ	AddAB inh	OPRM1-OPRD1 ag	Ecoli viability	phage Ecoli inh	MOR-DOR inv ag	PfHsp90 set2	HTR5A ag
CC1(C)CC(=O)C2=C(C1)N(c1cccc(O)c1)C1=C(C2)C(=O)CC(C)(C)C1	94	14	-4	-6	-2.5	-0.1	-3.1	2.5	0	-14	1
CC(C)C(=O)N1CCC(n2nccc2NC(=O)CCc2ccccc2)CC1	101	-2	-69	1	4.1	0.7	1.1	2.8	-4	3	3
O=C1CCC(=O)N1c1ccc(NCCc2cccc(F)c2)c([N+](=O)[O-])c1	97	-14	2	-6	0.8	-1.4	-0.4	1.5	7	-21	-1
Cc1ccc2c(c1)N(CC(=O)N1CCCCC1C)C(=O)CO2 (stereo unspecified)	106	2	-24	-13	0.0	-0.8	-1.5	3.5	5	6	-2
Nc1[nH]nc2ncc3cc4ccccc4nc3c12	106	6	11	4	-0.2	3.3	-1.9	2.8	-16	11	-1
CN(C1=C(N2CCOCC2)C(=O)c2ccccc2C1=O)c1ccccc1	124	-12	8	9	3.5	-0.6	3.0	4.5	3	4	0
COCCN1Cc2cccc(C(=O)Nc3cccc(-c4nc5ccccc5[nH]4)c3)c2C1=O	98	13	-27	1	3.8	1.7	0.9	3.7	-9	7	4
CSCCC(NC(=O)c1ccccc1Cl)C(=O)N1CCN(C(c2ccccc2)c2ccccc2)CC1 (stereo unspecified)	104	-25	15	-8	2.9	-1.3	0.3	0.8	7	-20	-6
CCc1sc(C(=O)N2CCc3ccccc32)cc1C	105	-4	7	-8	0.7	2.3	-0.1	2.7	-12	8	-3
COc1ccccc1NC(=O)COC(=O)COc1cccc2c1OC(C)(C)C2	97	78	-13	1	1.5	-0.3	1.4	2.7	2	-27	5
Cc1cc(C(=O)NNC(=O)CCC2CCCCC2)c(C)o1	95	44	-4	-1	0.5	-1.1	2.4	0.1	6	11	-2
Cc1nn(-c2ccccc2)c(NC(=O)c2cccs2)c(-c2ccccc2Cl)c1=O	108	2	x	x	0.4	x	-1.3	0.8	x	x	x
Cn1cnc2cc(NCc3ccc(Cl)cc3)ccc21	98	-16	6	-2	1.3	-3.1	1.3	0.8	15	4	-2
C#CCOCCOCCOCCNc1nc(N2CCN(C(=O)[C@H]([C@@H](C)CC)n3cc([C@@H](N)CO)nn3)CC2)nc(N2CCN(C(=O)[C@H](Cc3ccc(O)cc3)n3cc([C@@H](N)CC(C)C)nn3)CC2)n1	102	-6	6	-2	0.8	-0.7	-2.3	2.9	3	-13	8
CCOC(=O)N1CCN(C(=O)c2cc(OCC)c(OCC)c(OCC)c2)CC1	104	-5	-13	1	-1.2	-2.8	-2.9	2.2	13	3	5
CNc1nc2c(C)cccn2c(=O)c1C=NCc1ccccc1	105	-7	-12	-6	-0.2	0.3	-1.8	3.0	-2	x	3
O=C(COc1ccccc1)Nc1nnc(-c2ccc(Cl)cc2)o1	104	11	5	-3	-0.4	-3.1	-5.3	-6.1	16	-37	0
COc1cccc(OC)c1C(=O)Nc1ccc(S(=O)(=O)Nc2ncccn2)cc1	117	-20	1	-14	2.8	-1.2	-0.9	-0.6	6	-2	0
COC(=O)CSc1ccc(S(=O)(=O)N2CCCCCC2)cc1[N+](=O)[O-]	x	520*	32	7	-0.1	-1.9	-2.0	3.3	10	-2	7
Nc1cc(C(F)(F)F)ccc1N1CCOCC1	106	71	16	0	-1.0	-0.9	-0.2	-0.5	5	13	-2

# Looked up above.
# CSCCC(NC(=O)c1ccccc1Cl)C(=O)N1CCN(C(c2ccccc2)c2ccccc2)CC1 (stereo unspecified) in Mot1-301 SUMO → -25
# CC1(C)CC(=O)C2=C(C1)N(c1cccc(O)c1)C1=C(C2)C(=O)CC(C)(C)C1 in AddAB inh → -2.5
# Cc1ccc2c(c1)N(CC(=O)N1CCCCC1C)C(=O)CO2 (stereo unspecified) in Ecoli viability → -1.5
# Nc1cc(C(F)(F)F)ccc1N1CCOCC1 in HTR5A ag → -2
# Cn1cnc2cc(NCc3ccc(Cl)cc3)ccc21 in HTR5A ag → -2
# COC(=O)CSc1ccc(S(=O)(=O)N2CCCCCC2)cc1[N+](=O)[O-] in OPRM1-OPRD1 ag → -1.9

# (next part)
SMILES	DSG3 Ab inh	Mot1-301 SUMO	HTR5A inv ag	PKA-R1A activ	AddAB inh	OPRM1-OPRD1 ag	Ecoli viability	phage Ecoli inh	MOR-DOR inv ag	PfHsp90 set2	HTR5A ag
CN(C)c1ncnc2sc(-c3ccccc3)cc12	107	0	10	10	0.2	-1.6	-1.0	3.6	11	4	2
O=C(c1ccc([N+](=O)[O-])cc1)N1CCOCC1	118	x	-8	0	x	-0.9	x	3.7	5	-15	2
O=C1c2cccc(Cl)c2C(=O)c2c1cccc2N1CCCC1	114	-30	3	3	-1.6	5.0	-3.2	0.4	-30	19	-2
CCOC(=O)c1c(C)[n+](-c2ccc(C)cc2)c(CC)c2cc(OC)c(OC)cc12	112	7	-12	3	-3.5	-3.3	-1.6	2.5	15	9	3
CCCc1cc(C(=O)Nc2sc(C(C)=O)c(C)c2C(=O)OCC)no1	74	-6	-15	0	0.0	-1.7	-1.1	4.7	9	-48	0
COc1ccc(N2C(=O)C3C4C=CC(C4)C3C2=O)nn1 (stereo unspecified)	x	121	-35	6	0.2	-2.7	-0.6	2.9	17	11	0
CCc1cc2c(=O)c(-c3nc4ccccc4n3C)c(C(C)C)oc2c(CN2CCN(C)CC2)c1O	106	6	-1	4	-0.7	-2.0	-0.8	2.6	9	x	2
Cc1ccc(C(=O)Nc2ccc(C(F)(F)F)n(C)c2=O)cc1	99	1	13	-16	3.4	-1.7	1.5	0.5	8	8	-5
COc1ccc(SCCCn2c(=O)c3c(ncn3C)n(C)c2=O)cc1	x	17	4	5	4.2	-1.6	1.9	0.7	10	3	-7
CCNc1nc(NCC)nc(N(C)N)n1	x	-13	4	1	-2.2	-0.9	-2.0	2.9	6	-13	-5
Cn1c(-c2ccc(F)cc2)cnc1SCC(=O)N1CCCc2ccccc21	102	-9	28	-4	2.3	-1.7	-2.3	3.7	8	11	0
O=c1ccc2cc(S(=O)(=O)N3CCN(c4cc(Cl)ccc4Cl)CC3)ccc2o1	102	2	15	1	-1.9	2.4	-0.2	2.6	-12	x	7
CCOc1ccc(OCC)c(NC(=O)Cn2cccc2)c1	101	-8	-53	-4	2.6	-0.9	-0.8	x	5	-21	1
CC(NC(=O)C(c1ccccc1)c1ccccc1)c1ccccc1 (stereo unspecified)	x	11	-8	-3	3.1	-2.7	1.2	0.7	14	-17	3
Cn1c(SCc2nc(-c3ccc(Cl)cc3)no2)nnc1-c1ccco1	101	i	-29	-7	3.8	-0.9	3.4	0.1	5	13	10
CCCN(CCO)Cc1cccc(Br)c1	99	-4	0	-1	1.4	-1.8	0.7	2.5	10	-1	2
CCN(CC)CCOC(=O)C1(c2ccccc2)CCOCC1	105	5	-31	-6	2.4	-1.5	-1.6	1.2	9	-1	11*
Cc1nnc(NC(=O)C(C)Sc2nncn2C)s1 (stereo unspecified)	97	1	7	1	-3.4	-3.0	1.2	1.4	17	27	-2
Cc1ccccc1-n1nc2c(c1NC(=O)C(C)(C)C)CS(=O)(=O)C2	94	-14	-1	8	1.6	-0.5	0.3	0.2	2	-7	0
S=C(Nc1cccnc1)Nc1ccccn1	99	4	16	-10	-2.7	-1.4	-2.9	x	7	-1	-4

# Pulled by structure from the list above (two):
SMILES	DSG3 Ab inh	Mot1-301 SUMO	HTR5A inv ag	PKA-R1A activ	AddAB inh	OPRM1-OPRD1 ag	Ecoli viability	phage Ecoli inh	MOR-DOR inv ag	PfHsp90 set2	HTR5A ag
O=C1c2cccc(Cl)c2C(=O)c2c1cccc2N1CCCC1	114	-30	3	3	-1.6	5.0	-3.2	0.4	-30	19	-2
S=C(Nc1cccnc1)Nc1ccccn1	99	4	16	-10	-2.7	-1.4	-2.9	x	7	-1	-4

# (list continues)
SMILES	DSG3 Ab inh	Mot1-301 SUMO	HTR5A inv ag	PKA-R1A activ	AddAB inh	OPRM1-OPRD1 ag	Ecoli viability	phage Ecoli inh	MOR-DOR inv ag	PfHsp90 set2	HTR5A ag
S=c1[nH]nc(-c2cc(-c3ccccc3)n[nH]2)n1/N=C/c1ccc(Cl)c(Cl)c1	x	27	-9	-16	-2.6	0.7	-1.4	2.8	-4	1	-1
CCC(c1nnc(SCC(=O)Nc2ccc(S(N)(=O)=O)cc2)n1Cc1ccccc1)N(C)C (stereo unspecified)	98	-6	11	-10	-0.1	-1.6	-0.3	1.1	9	-8	4
CC(C)c1ccc(/C=N/n2nnnc2Nc2ccccc2)cc1	95	-17	-15	-12	1.9	0.6	1.3	1.4	-3	2	5
C/C(N)=C(/C#N)C(=O)CSc1nc2ccccc2c(=O)n1Cc1ccc(C)cc1	84	11	-10	9	2.9	1.1	1.3	4.1	-5	-8	5
Cc1c(C(=O)OCC(C)C)[nH]c2c1C(=O)CC(c1ccco1)C2 (stereo unspecified)	107	-8	-13	2	4.3	1.9	-2.8	1.5	-9	-3	5
COc1ccccc1CNC(=O)c1ccccc1SCC(=O)NCc1ccco1	105	x	10	-12	x	-4.5	x	1.7	22	-4	-4
Cc1c(C2N3CC4(C)CN2CC(C)(C3)C4=O)c2ccccc2n1C (stereo unspecified)	98	-7	7	7	0.8	-2.2	-1.5	2.7	10	1	2
Cc1n[nH]c(C)c1S(=O)(=O)N1CCN(S(=O)(=O)c2cccc(F)c2)CC1	104	x	-7	6	x	-0.2	x	3.5	1	x	9
COc1ccc2c(c1)[nH]c1c(=O)n(Cc3ccco3)cnc12	104	-2	-27	-1	0.7	-2.6	2.2	1.7	15	-31	0
CCOc1ccc(NC(=O)CCn2nc(C)c(S(=O)(=O)N3CCCCC3)c2C)cc1	106	144	12	-8	4.2	-1.5	-0.3	-1.5	8	12	-3
Cc1cc2[nH]c(=O)c3ccccc3n2n1	107	-11	3	9	-0.7	0.3	-0.6	1.5	-2	5	2
CN(C)N1C(N)=C(C#N)C(c2cccc([N+](=O)[O-])c2)C2=C1CC(C)(C)CC2=O (stereo unspecified)	101	x	-9	-7	x	-0.8	x	-0.8	4	18	2
O=C(CSCc1ccc(Cl)cc1)Nc1ccc2c(c1)OCO2	98	3	-15	-7	0.5	0.7	-0.4	1.7	-3	-17	5
CCC(C)(C)NC(=O)CN(Cc1ccc(OC)cc1)C(=O)CCC(=O)Nc1nccs1	114	3	-20	8	2.5	-1.2	-0.5	1.7	6	14	7
Cc1cccc(C)c1OCC(=O)N/N=C/c1ccncc1	82	1	-15	-8	1.4	0.8	-2.0	6.8	-5	8	5
CN(CC(=O)Nc1ccccc1Cl)C(=O)COC(=O)Cc1ccc(F)cc1	100	8	6	-7	5.7	0.1	0.9	-2.9	0	-15	5
